HepG2 tox: kills HepG2 cells in TGF-b inhibitor counter-screen; 410,000 tested, 0.76% active; HepG2 CAGA-GFP viability, ATP luminescence, 18 h; AID 588856; Potency, µM (highest dose often 46.1 µM), without a hit: at the highest dose activity change, negative = cytotoxicity, hits mostly cytotoxic; also: potency is read from the fitted curve at half-maximal effect; some results filed as inactive show a strong effect at the top dose
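CellTiter-Glo luminescence gave cytotoxicity after 18 hours at 37 degrees C. The cells were HepG2 CAGA-GFP in 1% FBS DMEM, stimulated with 500 pg/mL TGF-beta after compound addition. %Activity was normalised to no-cell wells (complete cell-killing) and DMSO (no toxicity), and curves were fitted and classified.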
KB-3-1 tox: KB-3-1 parental cell cytotoxicity | Potency, µM (top dose mostly 46.1 µM), inactives show at the highest dose activity change, negative = cytotoxic, hits mostly cytotoxic | 400,000 tested, 1.4% active | KB-3-1 viability, CellTiter-Glo ATP luminescence, 72 h; also: potency is read from the fitted curve at half-maximal effect; % is scaled to controls: 0 for no effect and ±100 for the full control effect; nearly all actives have a fitted effect of over 60% in size
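Parental KB-3-1 viability, qHTS format: 72 h compound exposure, 37 °C; CellTiter-Glo; media-only wells and DMSO plates as controls; concentration-effect fits on corrected data.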
HT1080 IDH1KD tx: kills HT-1080 cells with IDH1 knockdown. 360,000 tested, 2% active. HT-1080 IDH1 knockdown viability, ATP luminescence, 48 h. Potency, µM (titrated, usually from 46.1 µM), inactives show top-dose activity, negative = toxicity, most hits filed as cytotoxic. AID 686971;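 also: potency is read from the fitted curve at half-maximal effect; 0% = DMSO wells and -100% = cell-free medium wells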
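In this qHTS, HT-1080 cells depleted of IDH1 are exposed for 48 h at 37 °C to compound titrations. Toxicity is scored from CellTiter-Glo luminescence, with DMSO as full viability and medium alone as none.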
HT1080NT lethal: kills 2HG-producing HT-1080-NT fibrosarcoma cells; HT-1080-NT fibrosarcoma viability, CellTiter-Glo ATP luminescence, 48 h; Potency, µM (titrated, usually from 46.1 µM), without a hit: at the highest dose activity, negative = less viability, most hits filed as cytotoxic; 360,000 tested, 1.6% active; AID 686970;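 also: NT is the 2HG producing partner of a matched IDH1 knockdown line; potency is read from the fitted curve at half-maximal effect; 0% = DMSO-treated cells and -100% = media-only wells without cells; nearly all actives have a fitted effect of over 55% in size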
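Luminescent CellTiter-Glo readout after 48 hours of compound exposure at 37 degrees C defined viability of HT-1080-NT cells. Activity was normalized to DMSO wells and cell-free media wells; concentration-response curves were fitted and assigned curve classes.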
SW480 rereplic: induces DNA re-replication in SW480 colon adenocarcinoma cells; SW480 DNA re-replication, Hoechst DNA content imaging, 48 h; AID 624297; 340,000 tested, 1.8% active; Potency, µM (titrated, usually from 46.1 µM), for inactives: at the highest dose re-replication activation, most hits filed as activators; also: potency is read from the fitted curve at half-maximal effect; % of control where 0% means no effect; nearly all actives have a fitted effect of over 55% in size
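Quantitative HTS format with DMSO vehicle controls; 48 hr drug incubation at 37 C, then 40 min Hoechst staining and scanning imager measurement at 405 nm excitation.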
S2 tox: viability counter-screen for ATXN expression inhibitors; S2 cells (HEK-293 line with an ATXN2-luciferase reporter) viability, CellTiter-Fluor protease fluorescence, 24 h; Potency, µM (top dose mostly 56.7 µM), actives largely listed as cytotoxic; 400,000 tested, 0.49% active; AID 651635; also: potency is read from the fitted curve at half-maximal effect; nearly all actives have a fitted effect of over 40% in size
ATXN2 expr inh: reduces ATXN2 reporter expression in HEK-293 cells; Potency, µM (series often up to 57 µM), for the others: top-dose activity change, negative = inhibition, most hits filed as inhibitors; 360,000 tested, 0.72% active; HEK-293 ATXN2-luciferase reporter, luminescence, 24 h; also: potency is read from the fitted curve at half-maximal effect; % is scaled to controls: 0 for no effect and ±100 for the full control effect; nearly all actives have a fitted effect of over 55% in size
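qHTS (up to 57 uM final) was run with 24 h compound exposure of reporter cells at 37 °C. Each well was multiplexed: SteadyGlo luminescence measured ATXN2-luciferase expression after a fluorogenic Gly-Phe-AFC viability readout (25 uM final).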
IL-1B inflam inh: inflammasome signaling inhibition, IL-1 beta readout; THP-1 LPS/ATP IL-1B secretion, AlphaLISA, 16 h; hits give low values; activity change, % at 57.5 µM; 360,000 tested, 4.7% active; in the data active = activity change below about -50%; inconclusive = mostly about -30% to -49%; also: % is scaled to controls: 0 for no effect and ±100 for the full control effect
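THP-1 cells pretreated 1 hr with compounds (up to 57.5 uM final), then stimulated with LPS (250 ng/mL final) plus ATP (1.25 mM final); secreted IL-1B measured by AlphaLISA after 16 hr, decreased signal indicating inhibition.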
MCF10A rerep: DNA re-replication induction in MCF 10a cells; MCF 10A DNA re-replication, Hoechst nuclear intensity, 48 h; 350,000 tested, 2.9% active; Potency, µM (titrated, usually from 46.1 µM), inactives show at the highest dose activity, positive = re-replication, most hits filed as activators; also: potency is read from the fitted curve at half-maximal effect; % of control where 0% means no effect; nearly all actives have a fitted effect of over 50% in size
Active calls of the source: *; i = inactive; ? = inconclusive; . = not tested or not shown; & = joins results of further samples; [ ] = another dose, or the depositor's remark. Unless noted, calls follow the shape of the dose curve; as a rule, active = well fitted curve in the direction sought with a large enough effect; inconclusive = small, poorly fitted or top-dose-only effect, or another doubt; inactive = no such curve, though single readings can be large; an effect the other way counts as inactive or inconclusive.

SMILES	HepG2 tox	KB-3-1 tox	HT1080 IDH1KD tx	HT1080NT lethal	SW480 rereplic	S2 tox	ATXN2 expr inh	IL-1B inflam inh	MCF10A rerep
Cc1ccc(C)c(N(C)C(=O)Cc2c(C(=O)O)[nH]c3ccc(Cl)cc23)c1	-42%	-3%	.	.	.	i	-10%	.	.
O=C(c1cccs1)N1CCN(S(=O)(=O)N2CCCCC2)CC1	-4%	3%	13%	14%	3%	i	1%	14	0%
Cc1cc(C)cc(NC(=O)CSCc2nc3c(nnn3Cc3ccc(F)cc3)c(=O)[nH]2)c1	-9%	3%	-14%	-4%	0%	i	-6%	-11	-19%
CC(C)C[C@H](NC(=O)OC(C)(C)C)C(=O)N[C@@H](CO)[C@H](O)[C@@H]1C[C@@H]1C(=O)N(C)C	-11%	-12%	0%	12%	-5%	i	1%	18	7%
CC(C)[C@H](N)c1cn([C@@H](CC(N)=O)C(=O)N2CCNCC2)nn1	8%	0%	7%	0%	-7%	i	6%	11	-13%
Cc1c(Cl)cccc1N1C(=O)C2ON(c3ccccc3)C(c3cccnc3)C2C1=O (configuration not stated)	-4%	27%	8%	-1%	-3%	i	2%	19	0%
CC(NC(=O)CNC(=O)OCc1ccccc1)C(=O)N1CC(O)CC1C(=O)OCc1ccccc1 (configuration not stated)	-29%	-17%	-13%	-6%	-1%	i	?	-4	0%
CC1CCCCC1NC(=O)C1CCN(C(=O)c2sccc2-n2cccc2)CC1 (configuration not stated)	-26%	2%	13%	1%	8%	i	-6%	6	2%
O=C(CN1CCCC1)Nc1sc2c(c1C(=O)Nc1ccc(Br)cc1)CCC2	-7%	-20%	-33%	-9%	-4%	i	-13%	20	?
Cc1ccc(CNc2nc(N)c([N+](=O)[O-])c(Nc3ccc(F)cc3)n2)cc1	-34%	6%	10%	4%	1%	i	-3%	-12	1%
COc1ccc(C(CC(=O)O)N2C(=O)CCC2=O)cc1 (configuration not stated)	0%	-2%	8%	18%	5%	i	3%	14	-1%
Cc1cccc(C)c1NC(=O)C(c1ccncc1)n1c(=O)c(-c2ccco2)nc2ccccc21 (configuration not stated)	.	-4%	0%	-14%	.	.	.	-13	.
CCn1nc(C(=O)OCC(=O)c2cc(C)n(Cc3cccs3)c2C)c2ccccc2c1=O	-36%	-7%	-6%	-7%	-8%	i	47%[activator]	1	3%
Cc1ccc(-c2noc(CCC(=O)NCCN3CCOCC3)n2)cc1	-1%	15%	6%	8%	-5%	i	4%	26	0%
Cc1nn2c3c(cnc2c1-c1ccccc1)C(=O)CC(c1ccco1)C3 (configuration not stated)	2%	-8%	-14%	0%	1%	i	14%	-3	-188%[0.0737 µM]
O=[N+]([O-])c1ccc(S(=O)(=O)NCC2CC3CCC2C3)cc1 (configuration not stated)	-6%	0%	4%	8%	-27%	i	.	2	8%
COc1ccccc1N(Cc1cc(=O)[nH]c2ccccc12)C(=O)c1cccc([N+](=O)[O-])c1	-1%	-11%	-21%	-3%	-3%	?	-23%	-18	1%
O=C(COc1ccccc1Br)NCc1ccccn1	2%	-11%	?	?	18%	i	44%[activator]	-2	-2%
O=C(Cc1cccs1)Nc1ccc(F)cc1F	3%	-1%	9%	0%	-1%	i	1%	21	-15%
COc1ccc(-c2nc(C#N)c(N3CCCCC3)o2)cc1	-29%	-5%	-1%	8%	7%	.	-23%	-11	9%
CC(C)c1ccc(-n2cccc2/C=C2/C(=N)N3C=CSC3=NC2=O)cc1	-36%	?	?	-22%	?	i	-2%	1	23µM*
O=c1c2ccccc2cnn1Cc1n[nH]c(=S)n1-c1ccccc1F	-32%	-14%	0%	-7%	-7%	i	7%	10	4%
O=C(NCCC1=CCCCC1)c1ccc(Cl)c(S(=O)(=O)Nc2ccccc2)c1	-43%	2%	?	-23%	?	i	-21%	19	14%
CCOCCCNC(=O)C(Cc1ccccc1)NS(=O)(=O)c1cccc2nsnc12 (configuration not stated)	2%	22%	8%	11%	2%	i	10%	12	18%
O=C(/C=C/c1ccc([N+](=O)[O-])s1)N1CCN(c2ccccc2)CC1	-58%	1%	0%	-1%	27%	?	.	-12	?

The list continues.
SMILES	HepG2 tox	KB-3-1 tox	HT1080 IDH1KD tx	HT1080NT lethal	SW480 rereplic	S2 tox	ATXN2 expr inh	IL-1B inflam inh	MCF10A rerep
O=c1[nH]c(CN2CCN(C/C=C/c3ccccc3)CC2)nc2ccccc12	-20%	-21%	?	-5%	8%	?	-6%	10	21%
CCC1=C2CC[C@H]3C(=O)N(c4ccccc4)C(=O)[C@H]3[C@H]2[C@@]2(C)C(=NCC3CC3)OC(=O)N2C1=O	-8%	16%	4%	11%	11%[9.22 µM]	i	6%	20	6%
CCN(CC(=O)Nc1ccc(NC(C)=O)cc1)C(=O)Cc1ccc(Cl)c(Cl)c1	-2%	0%	-10%	-21%	-1%	i	-4%	12	?
CC(=O)NC1=NN(C(C)=O)C(C)(c2ccc3ccccc3c2)S1 (configuration not stated)	-5%	15%	12%	0%	-6%	i	5%	21	-4%
CCNCc1cc(OCC)c(OCC(=O)NCCc2ccccc2)cc1Cl	-6%	0%	?	2%	-5%	i	1%	10	1%
Cn1c(-c2ccccc2)cc(=O)c2ccccc21	4%	-2%	2%	1%	-5%	?	-1%	-7	-8%
CCOc1ccc(/C(C)=N/N2C(=O)C(CC(=O)Nc3ccc(OC)cc3[N+](=O)[O-])SC2=Nc2cccc(C)c2C)cc1 (configuration not stated)	-10%	?	1%	-4%	2%&2%	i	12%	-2	-6%&-17%
COC(=O)Cn1ncc2c(C)n(Cc3ccccc3)c(C)c2c1=O	-23%	-9%	-2%	-4%	-18%	i	-3%	33	-1%
COC(=O)c1c(-c2ccc(OC)cc2)sc2ccc(N3CCOCC3)cc12	-37%	15µM*	-23%	-19%	0%	i	126%[activator]	-8	11%
COc1cccc(-c2nn(C)c3sc(C(=O)NCc4ccc(C)cc4)cc23)c1	-82%&-2%	-16%&-15%	-16%	-21%	-3%	?	4%&3%	-19	10%
C/C(=N/NC(=O)CNC(=O)c1ccco1)c1ccco1	-3%	-11%	19%	25%	-15%	i	9%	-6	2%
O=[N+]([O-])c1ccccc1N/N=C\c1ccccc1F	-39%	0%	8%	11%	21µM*	i	35%[activator]	30	5%
COc1ccc(N(CC(=O)NCCc2ccc(OC)c(OC)c2)S(=O)(=O)c2c(C)noc2C)cc1	-4%	17%	4%	4%	-3%	i	5%	93	-4%
CCN(CC)CCCNC(=O)c1c(O)c2c([nH]c1=O)CCCC2	2%	-8%	-20%	2%	15%	i	4%	2	-22%
CCCCC1S/C(=N/N=C/c2ccco2)NC1=O (configuration not stated)	-5%	2%	12%	21%	5%	i	1%	3	3%
O=C(Cn1cncn1)N/N=C/c1ccccc1Cl	-12%	-1%	-5%	-8%	-1%	i	.	2	0%
O=C(Nc1ccccc1Cl)c1ccc(COc2ccc3c(c2)CCC3)cc1	-8%	-12%	7%	13%	-5%	i	-10%	0	2%
O=C(Nc1ccccc1)/C(=C/c1ccc2c(c1)OCO2)NC(=O)c1ccco1	-7%	9%	-8%	-3%	-3%	?	2%	20	-5%
CN(C(=O)COc1ccccc1)c1nnc(C23CC4CC(CC(C4)C2)C3)s1	-10%	-16%	1%	3%	-14%	i	-26%	25	14%
CN(CC(=O)Nc1cccc2ccccc12)C(=O)c1cccc(S(=O)(=O)N(C)C)c1	-14%	-4%	0%	0%	-8%	i	-2%	0	16%
COc1ccc(-c2noc(CNC(=O)c3ccoc3C)n2)cc1	-24%	-2%	-2%	-4%	-8%	i	2%	8	2%
O=C1OCCN1C(=O)[C@H]1[C@H](c2ccccc2)C(c2ccc(F)cc2)=NN1c1ccc(Br)cc1	-25%	0%	-19%	-7%	23µM*	.	-3%	-16	9.2µM*
CCN1CCN(C(=O)C2(NC(=O)Nc3ccccc3Cl)CCCCC2)CC1	-20%	7%	20%	27%	-19%	i	2%	-6	-14%

Sorted by molar mass (lowest first): 8 of the compounds above
SMILES	HepG2 tox	KB-3-1 tox	HT1080 IDH1KD tx	HT1080NT lethal	SW480 rereplic	S2 tox	ATXN2 expr inh	IL-1B inflam inh	MCF10A rerep
C/C(=N/NC(=O)CNC(=O)c1ccco1)c1ccco1	-3%	-11%	19%	25%	-15%	i	9%	-6	2%
COC(=O)Cn1ncc2c(C)n(Cc3ccccc3)c(C)c2c1=O	-23%	-9%	-2%	-4%	-18%	i	-3%	33	-1%
Cc1nn2c3c(cnc2c1-c1ccccc1)C(=O)CC(c1ccco1)C3 (configuration not stated)	2%	-8%	-14%	0%	1%	i	14%	-3	-188%[0.0737 µM]
CC(C)c1ccc(-n2cccc2/C=C2/C(=N)N3C=CSC3=NC2=O)cc1	-36%	?	?	-22%	?	i	-2%	1	23µM*
COc1cccc(-c2nn(C)c3sc(C(=O)NCc4ccc(C)cc4)cc23)c1	-82%&-2%	-16%&-15%	-16%	-21%	-3%	?	4%&3%	-19	10%
CCN(CC(=O)Nc1ccc(NC(C)=O)cc1)C(=O)Cc1ccc(Cl)c(Cl)c1	-2%	0%	-10%	-21%	-1%	i	-4%	12	?
O=C(CN1CCCC1)Nc1sc2c(c1C(=O)Nc1ccc(Br)cc1)CCC2	-7%	-20%	-33%	-9%	-4%	i	-13%	20	?
CC(NC(=O)CNC(=O)OCc1ccccc1)C(=O)N1CC(O)CC1C(=O)OCc1ccccc1 (configuration not stated)	-29%	-17%	-13%	-6%	-1%	i	?	-4	0%
